Assay outcomes (PubChem)
TRPC6 activator – mouse TRPC6 channel activation; Q61143; HEK293-TRPC6 membrane potential dye fluorescence; active compounds read high; B-score at 10 µM; 0.13% of 310,000 active; AID 2550;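 active = B-score of the integrated fluorescence ratio above library mean plus 3 SD, and starting fluorescence ratio within library mean plus 5 SD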;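 also: higher score means more depolarization so channel activation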
TRPC6 inhibitor – inhibitors of mouse TRPC6 channel | 1.1% of 310,000 active | HEK293-TRPC6, membrane potential dye, ACh-evoked depolarization; active compounds read low | AID 2553 | B-score at 10 µM;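 active = B-score under library mean minus 3 SD, initial fluorescence not abnormally high, positive integrated signal ratio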;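 also: B-score derived from integrated fluorescence ratio over the kinetic read; more negative B-score means stronger inhibition of depolarization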
TMEM16A inh – inhibitors of mouse TMEM16A calcium-activated chloride channel; normalized B-score (activity score, 25-100; higher = stronger inhibition) at 10 µM; HEK293 TMEM16A/YFP iodide influx fluorescence, ionomycin; Q8BHY3; 1.2% of 310,000 active;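 active = ratio plate-corrected score three or more library SD toward inhibition, starting fluorescence score within five deviations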;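 also: score derived from kinetic fluorescence span divided by baseline fluorescence per well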
MrgX1 ag – activates human MrgX1 receptor signaling; B-score at 10 µM; 0.44% of 310,000 active; AID 588627; MrgX1-HEK293 cells, Fluo-4 calcium fluorescence, agonist mode; active compounds read high;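 active = calcium response B-score plate-corrected fluorescence ratio at least 3 library SD, with starting fluorescence B-score inside 5 SD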
Target sequence (Q96LB2 whole entry, looked up): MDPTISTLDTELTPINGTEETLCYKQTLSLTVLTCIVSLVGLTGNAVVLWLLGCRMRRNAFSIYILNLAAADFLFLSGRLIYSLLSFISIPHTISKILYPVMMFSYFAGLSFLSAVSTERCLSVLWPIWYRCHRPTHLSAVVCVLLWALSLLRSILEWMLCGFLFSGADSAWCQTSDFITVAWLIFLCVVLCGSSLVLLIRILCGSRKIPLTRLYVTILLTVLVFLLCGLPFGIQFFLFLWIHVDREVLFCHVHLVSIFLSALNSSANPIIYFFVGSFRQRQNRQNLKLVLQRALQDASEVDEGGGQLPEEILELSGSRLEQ
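Material – MrgX1-expressing HEK293 cells · Input – 15,000 cells seeded per well · Dosing – compound as first of three additions · Times – overnight seeding, then 1 h dark dye loading · Measured by – kinetic Fluo-4 NW fluorescence of intracellular calcium · Read-out – B-scored fluorescence response ratio · Benchmarks – positive and negative control wells on each plate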
MrgX1 allo act – allosterically activates human MrgX1 receptor signaling | MrgX1-HEK293, Fluo-4 calcium flux, FDSS; active compounds read high | B-score at 10 µM | 0.63% of 310,000 active;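 active = plate-corrected calcium response at least 3 library SD above typical, normal starting fluorescence, not activating the receptor alone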;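 also: compound read alongside a low EC10 to EC30 dose of BAM8-22 agonist; peak minus trough fluorescence over baseline measured at the second addition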
TRPC4 PAM – allosterically enhances the mouse TRPC4 cation channel | 0.42% of 310,000 active | B-score at 10 µM | Q9QUQ5 | HEK293 TRPC4beta/mu-opioid, DAMGO EC20, Fluo-4 Ca2+ flux; active compounds read high;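 active = B-score of calcium response area above 5 SD of library B-scores, with initial fluorescence ratio within 5 SD of library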;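 also: B-score of integrated fluorescence ratio over time as area under calcium response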
MrgX1 antag – blocks BAM8-22 activation of human MrgX1 receptor. Q96LB2. MRGX1-HEK293 calcium flux, Fluo-4, BAM8-22 antagonism; active compounds read low. 1.3% of 310,000 active. B-score at 10 µM. AID 588676;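 active = calcium-response B-score plate-corrected more than 3 library SD below zero, starting fluorescence within 5 deviations, no agonist response on first addition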;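 also: peak minus trough fluorescence over baseline after final BAM8-22 challenge near maximal dose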
TRPC4 block – blocks the mouse TRPC4 cation channel; Q9QUQ5; HEK293 TRPC4beta/mu-opioid, DAMGO-evoked Fluo4 calcium flux; active compounds read low; B-score at 10 µM; 0.39% of 300,000 active; AID 2247;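 active = B-score over 3 SD under the library average, no early fluorescence shift, positive overall ratio signal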
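Material: HEK293 cells with stable TRPC4beta plus mu-opioid receptor expression / Probe or stimulus: DAMGO in two steps, submaximal then maximal / Compound: single concentration per test compound / Technique: kinetic Fluo4 fluorescence imaging of calcium influx / Read-out: per-well B score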
ANO1 activ – activators or potentiators of mouse TMEM16A chloride channel | 0.3% of 340,000 active | B-score at 10 µM | HEK293 TMEM16A/YFP-H148Q/I152L, iodide quench fluorescence; active compounds read low;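 active = fluorescence-ratio B-score plate-corrected deviation score at least 3 library SD below zero, with starting fluorescence score within 5 deviations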;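 also: channel opened by trigger with iodide after compound preincubation; score built on the fluorescence ratio of max minus min over baseline; more negative score means more quench and so TMEM16A activation or potentiation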
TRPC4 act – activators of mouse TRPC4 channel. Q9QUQ5. HEK293 TRPC4beta/mu-opioid, Fluo4 calcium fluorescence; active compounds read high. B-score at 10 µM. 0.49% of 310,000 active. AID 2237;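 active = B-score above 5 SD of library B-scores, and initial fluorescence ratio not above library mean plus 5 SD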;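 also: positive B-score marks a calcium rise read as TRPC4 activation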
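Technique: kinetic Fluo4 calcium fluorescence; Test system: TRPC4beta and mu-opioid receptor HEK293 stable cells; Measure: B-scored integrated calcium fluorescence ratio; Benchmarks: low control buffer alone, high control maximal DAMGO; Schedule: 45 min room-temperature Fluo4 loading, 110 s read.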
RGS4 inh – human RGS4 inhibition | P49798 | HEK293 M3R/RGS4 inducible, Fluo-4 calcium flux; active compounds read high; triggered by carbachol at its EC20 | B-score at 10 µM | 0.45% of 310,000 active;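 active = B-score, a plate-corrected calcium signal, over three deviations above library mean, with baseline fluorescence within five deviations of library mean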;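 also: RGS4 expression induced by doxycycline in cells with stable M3 receptor; B-score is computed from the integrated fluorescence ratio over baseline after carbachol; higher B-score means a larger calcium signal and so more RGS4 inhibition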
Target sequence (P49798 whole entry, looked up): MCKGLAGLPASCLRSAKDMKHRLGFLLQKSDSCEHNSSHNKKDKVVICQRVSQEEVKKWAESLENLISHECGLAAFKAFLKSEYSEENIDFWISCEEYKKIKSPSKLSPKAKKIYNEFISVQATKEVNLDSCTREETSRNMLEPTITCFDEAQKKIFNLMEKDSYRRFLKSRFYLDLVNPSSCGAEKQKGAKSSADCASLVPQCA
* marks the source's active call; other numbers are inactive results; i = inactive; · = no result given. An unsorted share of the library. Share with any hit: about 5.8%.

SMILES	TRPC6 activator	TRPC6 inhibitor	TMEM16A inh	MrgX1 ag	MrgX1 allo act	TRPC4 PAM	MrgX1 antag	TRPC4 block	ANO1 activ	TRPC4 act	RGS4 inh
CC1(c2ccc(OC(F)F)cc2)NC(=O)N(CC(=O)Nc2ccc(F)cc2)C1=O (configuration not stated)	i	i	i	i	i	i	i	i	i	i	i
Clc1ccc(SCc2csc(N3CCOCC3)n2)cc1	i	i	i	i	i	i	i	i	i	i	i
CN1CCO/C1=C(\C(Cl)=C(Cl)Cl)[N+](=O)[O-]	i	i	i	i	i	i	i	i	i	i	i
CCCCNC(=O)/C(C#N)=C/c1ccc(-c2ccc(S(=O)(=O)N3CCOCC3)cc2)o1	i	i	i	i	i	i	i	i	i	i	i
CN(C)CCCNC(=O)c1cc(S(=O)(=O)N2CCOCC2)ccc1F	i	i	i	i	i	i	i	i	i	i	i
CC(C)(C)NC(=S)Nc1ccc(Nc2ccccc2)cc1	i	i	i	i	i	i	i	i	i	i	i
COc1ccccc1NC(=O)C(=O)c1cn(CC(=O)N2CCCC2)c2ccccc12	i	i	i	i	i	i	i	i	i	i	i
CCC1Oc2ccc(C)cc2N(CC(=O)NCc2cc(OC)ccc2OC)C1=O (configuration not stated)	i	i	i	i	i	i	i	i	i	i	i
O=C(Cc1ncc(C(F)(F)F)cc1Cl)Nc1ccc(F)cc1	i	i	i	i	i	i	i	i	i	i	i
COc1cccc(NC(=O)CCN2C(=O)c3ccc([N+](=O)[O-])cc3C2=O)c1	i	i	i	i	i	i	i	i	i	i	i
COc1ccc(C(=O)/C=C/c2cn(CC(O)CN3CCOCC3)c3ccccc23)cc1 (configuration not stated)	·	·	i	i	i	·	i	·	i	·	·
Cc1cc(-c2n[nH]c(=S)n2/N=C/C(Cl)=C/c2ccccc2)n[nH]1	i	i	i	i	i	i	i	i	i	i	i
Cc1ccc(-c2csc3nc(=O)c(C)nn23)cc1	i	i	i	i	i	i	i	i	·	i	i
NC(=O)C1C(c2ccccc2)=C1c1ccccc1	i	i	i	i	i	i	i	i	i	i	i
Cc1ccc(N2CCN(S(=O)(=O)c3nnc(NC(=O)c4ccccc4)s3)CC2)cc1	i	i	i	i	i	i	i	i	i	i	i
COc1ccccc1CN1CC(C(=O)NCCc2ncccc2C)CCC1=O (configuration not stated)	i	i	·	·	·	i	·	i	i	i	i
Fc1ccccc1N1CCN(c2nc(-c3cccs3)nc3ccccc23)CC1	i	i	i	i	i	i	i	i	i	i	i
COc1cc(NC(=O)c2cc3ccccc3o2)ccc1NC(=O)c1ccco1	i	i	i	i	i	i	i	i	i	i	i
CN1N=C2c3ccccc3CCC2C1c1ccc(Cl)cc1 (configuration not stated)	i	i	i	i	i	i	i	i	i	i	i
CCOC(=O)c1c(NC(=O)Cn2nnc(-c3ccccc3Cl)n2)sc(C)c1C	i	i	i	i	i	i	i	i	i	i	i
Cc1onc(-c2ccccc2Cl)c1C(=O)NCc1ccc2c(c1)cc(C)n2C	i	i	i	i	i	i	i	i	i	i	i
CCN(CC)CCC#CC(O)(c1ccccc1)C1CCCCC1 (configuration not stated)	i	-7.6*	i	i	i	i	i	i	i	i	i
COc1ccccc1N1C(=O)CC(Sc2n[nH]c(-c3cccc(C)c3)n2)C1=O (configuration not stated)	i	i	i	i	i	i	i	i	i	i	i
CCOC(=O)Cn1c(=O)c(-c2ccccc2N)nc2ccccc21	i	i	i	i	i	i	i	i	i	i	i
O=c1cc(CN2CCCCC2)nc(C2CC2)[nH]1	i	i	i	i	i	i	i	i	i	i	i
O=C(Nc1ccccc1OC(F)F)c1ccc(F)cc1	i	i	i	i	i	i	i	i	i	i	i
CC(C)(C)Nc1nc(Cl)nc(NCCN2CCOCC2)n1	i	i	i	i	i	i	i	i	i	i	i
O=C(CN1CCN(C(c2ccccc2)c2ccccc2)CC1)N1CCOCC1	i	i	i	i	i	i	i	i	i	i	i
OCCNCc1cccc2ccccc12	i	i	i	i	i	i	i	i	i	i	i
O=[N+]([O-])c1ccc(CSc2nc3ncc(Br)cc3[nH]2)cc1	i	i	i	i	i	i	i	i	i	i	i
Cc1ccc(NCc2nnc(SCC(=O)Nc3ncc(C)s3)n2CC2CCCO2)c(C)c1 (configuration not stated)	i	i	i	i	i	i	i	i	i	i	i
CCCCOC(=O)c1sc2nc(C)cc(C)c2c1N	i	i	i	i	i	i	i	i	·	i	i
CN1C(c2ccccc2)=NO[C@]1(C)c1ccccc1	i	i	i	i	i	i	i	i	i	i	i
CN(C(=O)COC(=O)c1ccccc1Nc1ccccc1)C1CCS(=O)(=O)C1 (configuration not stated)	i	i	i	i	i	i	i	·	i	i	i
O=C(c1ccccc1)c1c(-c2ccccc2)[nH]n(-c2ccccc2)c(=O)c1=O	i	i	i	i	i	i	i	i	i	i	i
O=C(NCc1cccs1)c1ccc2c(c1)OCCO2	i	i	i	i	i	i	i	i	i	i	i
O=C(COC(=O)c1ccccn1)NCc1ccccc1	i	i	i	i	i	i	i	i	i	i	i
COc1ccc(OCC(O)Cn2c(Nc3cccc(C)c3)nc3c2c(=O)n(C)c(=O)n3C)cc1 (configuration not stated)	i	i	i	i	i	i	i	i	i	i	i
COc1ccc(N2CCN(C(=O)CNC(=O)Cn3cnc4sc(C)c(C)c4c3=O)CC2)cc1	i	i	i	i	i	i	i	i	i	i	i
CCOC(=O)CSc1nnc(NC(=O)c2cccc(S(=O)(=O)N3CCCCCC3)c2)s1	i	i	25*	i	i	i	i	i	i	i	i
CCn1c(=O)n(CC(=O)NCc2ccccc2OC)c(=O)c2ccccc21	i	i	i	i	i	i	i	i	i	i	i
COc1ccccc1OCC(=O)NCCc1nc2ccccc2[nH]1	i	i	i	i	i	i	i	i	i	i	i
CCCCCCn1c(SCCOC)nc2c1c(=O)[nH]c(=O)n2C	i	i	i	i	i	i	i	i	i	i	i
CCC(c1nnnn1CCOC)N(Cc1cc2cc(C)c(C)cc2[nH]c1=O)CC1CCCO1 (configuration not stated)	i	i	i	i	i	i	i	i	i	i	i
C[C@@H](C(=O)N[C@H](C(=O)O)c1ccccc1)n1nnc2ccccc2c1=O	i	i	i	i	i	i	i	i	i	i	i
O=C(CSc1nnc(CNC(=O)c2ccccc2F)o1)NCc1ccco1	i	i	i	i	i	i	i	i	i	i	i
COC(=O)c1sc(N2C(=O)C(O)=C(C(=O)c3ccc(C)o3)C2c2cccs2)nc1C (configuration not stated)	i	i	i	i	i	i	i	i	i	i	i
C=CCNC(=O)CCc1nnc(C2(c3ccc(Cl)cc3)CCC2)o1	i	i	i	i	i	i	i	i	i	i	i

Limited to TRPC4 block and MrgX1 allo act, for some of the entries so far:
Compound,TRPC4 block,MrgX1 allo act
CN1N=C2c3ccccc3CCC2C1c1ccc(Cl)cc1 (configuration not stated),i,i
Cc1onc(-c2ccccc2Cl)c1C(=O)NCc1ccc2c(c1)cc(C)n2C,i,i

Later entries:
SMILES	TRPC6 activator	TRPC6 inhibitor	TMEM16A inh	MrgX1 ag	MrgX1 allo act	TRPC4 PAM	MrgX1 antag	TRPC4 block	ANO1 activ	TRPC4 act	RGS4 inh
COc1ccc(OC)c(C2=NS(=O)(=O)N(C)C(C(=O)Nc3ccc(F)cc3F)=C2)c1	i	i	i	i	i	i	i	i	i	i	i
CCCCCN(C(=O)CCC(=O)OC(C)C(=O)Nc1cccc(C#N)c1)c1c(N)n(CCCC)c(=O)[nH]c1=O (configuration not stated)	i	i	i	i	i	i	i	i	i	i	i
CC(C)NC(=O)CSc1nncn1-c1ccccc1	i	i	i	i	i	i	i	i	i	i	i
COC(=O)C1=C(C)NC(=O)C1(NS(=O)(=O)c1ccc(NC(C)=O)cc1)C(F)(F)F (configuration not stated)	i	i	i	i	i	i	i	i	i	i	i
COC(=O)c1sccc1-n1cccc1C(=O)C(=O)Nc1ccc(F)cc1	i	i	i	i	i	i	i	i	i	i	i
O=C(CCN1CCN(c2ccccc2)CC1)c1ccc(Cl)cc1	i	i	i	i	i	i	i	i	i	i	24*
CCOc1cc(S(=O)(=O)n2cnc(C)c2)ccc1Cl	i	i	i	i	i	i	i	i	i	i	i
Clc1ccccc1Cc1noc(CN2CCN3CCCC3C2)n1 (configuration not stated)	i	i	i	i	i	i	i	i	i	i	i
O=C(c1cccc(S(=O)(=O)N2CCCCCC2)c1)N1CCN(c2ccccc2F)CC1	i	i	i	i	i	i	i	i	i	i	i
O=C(Nc1ccccc1C1CC1)c1cccs1	i	i	i	i	i	i	i	i	i	i	i
COc1cc2c(cc1NC(=O)C(C)Sc1nc3ccccc3n1C)oc1ccccc12 (configuration not stated)	i	i	i	i	i	i	i	i	i	i	i
Cc1ccc(-n2c(=S)[nH]c3c(oc4ccccc43)c2=O)cc1C	i	i	i	i	i	i	i	i	i	i	i
CCOC(=O)N1CCN(C(=O)C(NS(=O)(=O)c2cccc3nsnc23)c2ccccc2)CC1 (configuration not stated)	i	i	i	i	i	i	i	i	i	i	i
Cc1ccc(C)c(C(=O)COc2ccccc2[N+](=O)[O-])c1	i	i	i	i	i	i	i	i	i	i	i
CC(C)(CSc1nncn1/N=C/c1ccco1)NS(=O)(=O)c1ccc(Cl)cc1	i	i	i	i	i	i	i	i	i	i	i
NS(=O)(=O)c1ccc(NC(=S)NCc2cccc(Cl)c2)cc1	i	i	i	i	i	i	i	i	i	i	i
CCCNC(=O)c1ccc(N2CCC3(CC2)CC(c2ccccc2)=NO3)c(NC(=O)c2ccc(Br)cc2)c1	i	i	i	i	i	i	i	i	i	i	i
Cc1ccc(-c2[nH]ncc2CN2CCN(C(=O)c3cccs3)CC2)cc1C	i	i	i	i	i	i	i	i	i	i	i
Cc1nnc(NC(=O)c2ccc(S(=O)(=O)C(F)F)cc2)s1	i	i	i	i	i	i	i	i	i	i	i
COc1ccc(CCNC(=O)C/C(C)=N/NC(=O)c2ccc(Cl)cc2Cl)cc1OC	i	i	i	i	i	i	i	i	i	i	i
Cc1cc(NS(=O)(=O)c2ccc(Nc3nc(-c4sc(NC(=O)c5ccccc5)nc4C)cs3)cc2)no1	i	i	i	i	i	i	i	i	·	i	i
